D1 ag – agonists of human D1 dopamine receptor. P21728. HEK293 T-REx D1 cells, calcium flux, agonist mode. activation, % at 2 µM. 1% of 360,000 active. AID 504660; in the data active means activation above about 30%; further: 0% is about no effect
Target sequence (P21728 whole entry, looked up): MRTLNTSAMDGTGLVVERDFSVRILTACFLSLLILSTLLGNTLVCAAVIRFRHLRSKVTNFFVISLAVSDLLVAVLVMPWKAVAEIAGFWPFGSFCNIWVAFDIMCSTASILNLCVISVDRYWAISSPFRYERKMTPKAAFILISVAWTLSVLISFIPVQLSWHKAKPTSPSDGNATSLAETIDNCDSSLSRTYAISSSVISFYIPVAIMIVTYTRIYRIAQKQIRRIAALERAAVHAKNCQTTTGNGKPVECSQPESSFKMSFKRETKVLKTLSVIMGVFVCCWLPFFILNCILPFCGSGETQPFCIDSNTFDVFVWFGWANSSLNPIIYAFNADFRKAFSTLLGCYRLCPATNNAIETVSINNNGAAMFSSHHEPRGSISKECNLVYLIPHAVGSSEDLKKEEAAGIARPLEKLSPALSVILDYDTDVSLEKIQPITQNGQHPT
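Tetracycline-induced HEK293 TREx D1 cells, force-coupled to calcium signalling, were dye-loaded with a no-wash calcium kit. Compound was pin-added after a 10 s baseline. Fluorescence was read kinetically at 1 cycle/s for 180 s, with calcium rises flagged as agonism.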
D1 antag – antagonists of human D1 dopamine receptor | P21728 | HEK293 TREx D1 cells, calcium flux, dopamine EC80; hits give low values | activity change, negative = inhibition, % at 10 µM | 3.2% of 360,000 active; in the data active means activity change below about -30%; further: on the % scale 0 is the no-effect control and ±100 the full control effect
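Kinetic fluorescence of a calcium dye serves as the read-out. D1-expressing Hek293 Trex cells, induced overnight at 30 C, are exposed to compound for 180 s before an EC80 dopamine addition, then read 180 s further.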
D1 potentiator – enhances dopamine response at the human D1 receptor; P21728; HEK293 TREx D1 cells, calcium flux, dopamine EC20 potentiation; potentiation, % at 10 µM; 0.036% of 360,000 active; in the data active means potentiation above about 30%; further: 0% is about no effect
D2 antagonist – antagonizes the human D2 dopamine receptor. inhibition, % at 10 µM. 2% of 340,000 active. AID 485344. HEK293 TREx D2 cells, calcium flux, dopamine EC80; in the data active means inhibition above about 30%; further: 0% is about no effect
Target sequence (P14416 whole entry, looked up): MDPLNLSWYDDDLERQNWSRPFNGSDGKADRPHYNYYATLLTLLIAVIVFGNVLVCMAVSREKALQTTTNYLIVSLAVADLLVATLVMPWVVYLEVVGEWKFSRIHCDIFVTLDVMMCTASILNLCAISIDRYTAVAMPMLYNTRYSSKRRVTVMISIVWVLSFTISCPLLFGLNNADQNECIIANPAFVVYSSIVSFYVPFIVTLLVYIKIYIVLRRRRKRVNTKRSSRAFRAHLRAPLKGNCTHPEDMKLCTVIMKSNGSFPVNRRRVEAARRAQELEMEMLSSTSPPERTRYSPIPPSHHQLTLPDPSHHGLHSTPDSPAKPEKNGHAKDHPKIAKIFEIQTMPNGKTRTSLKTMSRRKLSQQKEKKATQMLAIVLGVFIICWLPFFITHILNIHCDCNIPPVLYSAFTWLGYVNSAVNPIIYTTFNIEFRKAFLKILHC
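Cells plated overnight at 30 C with tetracycline; no-wash calcium dye, 30–90 min RT; 10 s baseline; compound pinned; 180 s read; EC80 dopamine added; another 180 s read.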
TRHR enhancer – allosteric enhancers of human TRH receptor; P34981; TRHR cells, fluo-8 calcium fluorescence, EC20 TRH enhancement; enhancement, % at 2 µM; 0.66% of 360,000 active; AID 493056; in the data active means enhancement above about 30%; further: 0% is about no effect
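Enhancer read-out: after compound pinning and an initial kinetic agonist-mode read, an EC20 of TRH (10 nM final) was injected and fluo-8 calcium signal (Ex 480/Em 530) followed at 1 s/cycle for 100 cycles in TRHR-expressing cells.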
RXFP1 antag – blocks the human relaxin receptor RXFP1 | activity change, negative = inhibition, % at 57.5 µM | HEK293-RXFP1, relaxin-stimulated cAMP HTRF, 30 min; hits give low values | 0.59% of 350,000 active | AID 1259400 | Q9HBX9;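 active means activity change of -60% or lower, but not beyond a set lower limit; inconclusive means change between -60% and -40%, or beyond the set limit; inactive means change above -40%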; further: on the % scale 0 is the no-effect control and ±100 the full control effect
D2 ag – agonists of human D2 dopamine receptor; P14416; HEK293 T-REx D2 cells, calcium flux agonist mode; activation, % at 2 µM; 0.53% of 340,000 active; AID 485358;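 active means activation over 3 SD above normal in the single-dose calcium agonist read, cut at about 30% in these data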; further: 0% is about no effect
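Tetracycline-induced HEK293 Trex cells with D2 receptor force-coupled to calcium signaling, plated overnight at 30 C and loaded with no-wash calcium dye. Calcium flux read kinetically for 180 s after compound addition; responses flag agonists.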
D2 PAM – positive allosteric modulators of human D2 dopamine receptor; P14416; 0.34% of 340,000 active; HEK293 T-REx D2, calcium flux, EC20 dopamine potentiation; potentiation, % at 10 µM;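 active means potentiation over 3 SD above the plate norm, cut at about 30% in these data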; further: 0% is about no effect
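Tetracycline-induced HEK293 T-REx cells force-coupled to calcium signalling expressed D2; compounds were pin-added after a 10 s baseline, read kinetically 180 s, then an EC20 dopamine challenge followed with a further 180 s calcium read.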
RXFP1 ag – activates the human relaxin receptor RXFP1. Q9HBX9. HEK293T-RXFP1 cAMP TR-FRET, 30 min; response scale: percent of porcine relaxin response, buffer zero. Potency, µM (titrated, usually from 57.5 µM), without a hit: top-dose activation, actives largely listed as activators. 0.3% of 370,000 active; active means well fitted activation curve with a large enough effect; inconclusive means small, poorly fitted or top-dose-only effect; further: potency means the concentration at half of the fitted maximal effect; on the % scale 0 is the no-effect control and ±100 the full control effect; nearly all actives have a fitted effect of over 60% in size; many of its hits are not listed in these tables
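HEK293T cells stably expressing RXFP1 were pretreated with the PDE4 inhibitor Ro 20174, exposed to compounds for 30 min at 37C, lysed, and cAMP was read by TR-FRET. Data normalized to buffer (basal) and 29 nM porcine relaxin (100%).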
* = called active by the depositor; u = inconclusive; x = not tested or not shown; & = joins results of further samples. A portion of the library, so the mix of outcomes need not match the whole.

Sample of the layout (two entries):
SMILES	D1 ag	D1 antag	D1 potentiator	D2 antagonist	TRHR enhancer	RXFP1 antag	D2 ag	D2 PAM	RXFP1 ag
O=S(=O)(CCn1cccc1)CCn1cccc1	0	-4	-8	-14	4	-9	-0.2	30*	2.7%
CCN(Cc1ccccc1)C(=O)CCS(=O)(=O)c1ccc2c(c1)oc(=O)n2C	2&0	-26&-3	-2&-3	12	11&17	14&-9	0.6&-0.3	1&-9	3.1%&-2.6%

Results, from the first entry:
SMILES	D1 ag	D1 antag	D1 potentiator	D2 antagonist	TRHR enhancer	RXFP1 antag	D2 ag	D2 PAM	RXFP1 ag
O=S(=O)(CCn1cccc1)CCn1cccc1	0	-4	-8	-14	4	-9	-0.2	30*	2.7%
CCN(Cc1ccccc1)C(=O)CCS(=O)(=O)c1ccc2c(c1)oc(=O)n2C	2&0	-26&-3	-2&-3	12	11&17	14&-9	0.6&-0.3	1&-9	3.1%&-2.6%
O=C(c1ccccc1F)N1CCN(S(=O)(=O)c2ccc3c(c2)OCCO3)CC1	5	-13	-6	6	-6	x	-1.2	-11	-0.4%
O=C(COC(=O)c1n[nH]c2ccccc12)Nc1ccc([N+](=O)[O-])cc1	6	-4	-6	1	16	-7	-2.4	-3	-1.7%
COc1ccc(S(=O)(=O)NCC(c2ccc(N(C)C)cc2)N2CCOCC2)cc1 (configuration not stated)	-1	-3	0	x	4	-9	0.7	2	1.7%
O=[N+]([O-])c1ccc(N/N=C/c2ccccc2)cc1	11	-28	-10	-14	-5	-18	1.1	0	0.1%
Cc1c(Cl)cccc1NC(=O)COc1ccc(S(=O)(=O)N2CCOCC2)cc1	1	0	0	-3	0	1	-1.6	-5	-0.2%
O=C(Nc1ccccc1)O/N=C/c1ccccc1Cl	7	-21	-7	15	2	-16	-1.1	9	3.6%
C/C(=N/NC(=O)Cc1cccn1C)c1ccccc1	2	-5	-8	-13	3	-9	0.2	-4	2.0%
CN(C)CCNC(=S)Nc1ccc(F)c(F)c1F	1	x	2	-1	1	-2	-0.7	-7	1.9%
N#C/C(=C/c1ccccc1[N+](=O)[O-])C(=O)NCc1ccco1	4	2	-10	x	2	-16	x	x	-2.8%
COC(=O)N1C(=O)[C@](Cc2ccccc2)(c2ccccc2)N1C(=O)OC	1	-10	3	-13	14	x	-0.1	9	-1.2%
CCOc1ccc(-c2cc(C(=O)N3CCN(c4ccccn4)CC3)c3ccccc3n2)cc1	2	-16	4	-18	-21	-1	1.7	x	0.7%
Cc1ccccc1CN1CCSc2sccc2C1=O	2	9	6	-9	-7	-5	0.2	7	-1.1%
CCN(CC)S(=O)(=O)c1cc(NS(=O)(=O)c2c(Cl)cccc2Cl)ccc1C	2	2	-7	-1	8	x	-0.6	-1	-1.0%
COc1ccccc1NC(=O)COc1ccc2ccccc2c1	5	-5	1	5	-3	0	0.5	-4	0.1%
O=C(CSc1nc2[nH]c(=O)cc(O)c2s1)NCCc1ccccc1	1	18	-3	0	5	-1	-0.1	17	-1.1%
O=C(NCc1cnn(-c2ccc(F)cc2)c1)C1CCC(=O)N(C2CC2)C1 (configuration not stated)	0	0	5	3	11	2	-0.1	3	0.9%
O=C(Cn1cnc2c(nnn2Cc2ccccc2)c1=O)N1CCCc2ccccc21	1	16	-2	-12	5	-1	0.4	-12	0.6%
COc1ccc(N(CC(=O)Nc2ccc(C)cc2)S(=O)(=O)c2c(C)noc2C)cc1	0	15	-5	2	-3	-4	-0.1	-7	-1.1%
Cc1ccc2occ(/C=N/NC(=O)c3ccncc3)c(=O)c2c1	1	-34*	-2	11	-1	7	0.4	9	0.1%
Cc1nc2c3ccccc3n(CC(=O)c3ccc(F)cc3)c(=O)n2n1	0	8	-1	-21	3	-9	-0.1	-5	5.7%
COc1ccc(CCNS(=O)(=O)c2csc(C(N)=O)c2)cc1OC	1	35	-1	0	0	22	-0.1	-4	0.3%
CCCc1cc(CN(C)C(=O)CC2C(=O)NCCN2Cc2ccccc2C)[nH]n1 (configuration not stated)	1	1	-13	x	-1	-3	x	5	-0.1%
CC(C)CCNC(=O)NC(=O)COC(=O)CCN=C1NS(=O)(=O)c2ccccc21	-2	1	-3	2	4	8	-0.3	-2	1.2%
COc1cc2nc(SCC(=O)c3ccc(Br)cc3)n3nc(C)nc3c2cc1OC	1	7	1	-13	0	x	0.7	9	1.7%
CCN1CCN(S(=O)(=O)c2ccc(Cl)c(C(=O)N(C)Cc3cccc(Cl)c3Cl)c2)CC1	9	-17	-7	-7	-3	-1	0.8	-6	0.5%
CC(=O)c1ccc(NC(=O)C(C)OC(=O)COc2ccc(C#N)cc2)cc1 (configuration not stated)	14	-19	-6	18	-2	7	-0.2	0	-0.1%
Cc1c(NC(=O)Nc2ccc([N+](=O)[O-])cc2)c(=O)n(-c2ccccc2)n1C	1	4	9	10	6	3	6.8	4	2.1%
Cc1cc(Cl)ccc1OCC(=O)N/N=C1\CC2C=CCC12 (configuration not stated)	2	-2	-5	-25	-3	6	0.7	-14	0.9%
COc1ccc(N2CC(NC(=O)c3ccc4c(c3)OCO4)CC2=O)cc1OC (configuration not stated)	-2	x	-2	x	-7	x	x	-8	1.0%
COc1cccc(C(=O)Nc2ccc(-c3nc4ccc(C)cc4s3)cc2)c1OC	0	8	-7	x	-9	x	x	9	11%
Cc1cccc(N2CCN(C(=O)C3CCN(c4ncnc5c4nc4n5CCCCC4)CC3)CC2C)c1 (configuration not stated)	1&5	0&-8	4&-1	4	6&8	u	-0.7&-1.2	-3&8	-1.1%&4.0%
O=C1NC[C@H](c2ccccc2)N(CCc2cc(C(F)(F)F)cc(C(F)(F)F)c2)C1=O	1	-8	-3	5	-10	x	0.5	8	4.7%
CCOc1ccc(N(CC(=O)NC2CCCC2)C(=O)CCC(=O)Nc2ccccn2)cc1	0	20	2	6	2	-1	-0.1	-9	0.3%
Brc1ccc(CN2CCN(c3ccccn3)CC2)s1	2	-16	-4	69*	5	-10	70*	-12	-3.2%
COc1ccccc1N1CCN(CC(O)COc2ccc(Cl)c(C)c2)CC1 (configuration not stated)	13	-31*	-5	x	-1	-16	0.6	-34	-0.8%
CC1CCCN(S(=O)(=O)c2ccc(NC(=O)CCN3C(=O)c4ccccc4C3=O)cc2)C1 (configuration not stated)	-1	4	0	-18	-4	-4	0.0	0	1.3%
OC1(c2ccccc2)CCN(Cc2ccccc2)C2CCCCC21 (configuration not stated)	5	9	0	38*	3	-8	1.8	-27	-1.7%
CCn1cc(S(=O)(=O)NCc2ccc3c(c2)OCO3)cn1	6	-1	-5	-6	-3	2	1.1	5	1.8%
Cc1c(C(=O)N2CC(C(=O)N3CCCCC3)Oc3ccccc32)oc2ccccc12 (configuration not stated)	2	2	4	13	8	-18	-0.2	6	-0.2%
CCN1CC(=O)Nc2cc(S(=O)(=O)N3CCOCC3)ccc21	1	-4	3	16	1	-15	0.4	-13	2.2%
COc1ccc(C2N(c3ccccn3)C(=O)C3CCCN32)c(OC)c1 (configuration not stated)	3	31	-7	-16	2	0	-0.6	11	-2.3%
CN(C)/N=C/c1c(O)ccc2ccccc12	2	-17	5	12	-1	-15	1.2	-3	-0.1%
O=C(CSCc1ccc(Cl)cc1)NCc1ccccn1	1	-11	-4	-15	0	12	0.1	1	5.3%
CCCCNC(=O)c1onc(CSc2cccc(Cl)c2)c1C(=O)O	0	7	-8	-3	-6	x	0.7	5	-0.1%
Cc1c(NC(=O)c2cc(=O)[nH]c3ccccc23)c(=O)n(-c2ccccc2)n1C	5	5	2	3	15	15	0.6	3	-1.2%
Cc1ccc(C(=O)OCC(=O)N2CCOCC2)c(C)c1	1	16	1	-9	1	1	-2.5	21	-0.2%
Cc1ccc(C)c(Oc2coc3cc(O)ccc3c2=O)c1	5	-8	-3	-11	-2	-5	-0.7	13	7.1%
CC(NC(=O)c1ccccc1F)c1ccccc1 (configuration not stated)	2	-1	-3	-14	14	-3	-0.1	-8	0.6%
New compounds follow.
SMILES	D1 ag	D1 antag	D1 potentiator	D2 antagonist	TRHR enhancer	RXFP1 antag	D2 ag	D2 PAM	RXFP1 ag
Cc1ccccc1NC(=O)c1ccc(CN(c2ccccc2)S(=O)(=O)c2ccccc2)cc1	5	7	1	-2	16	x	0.5	-7	0.4%
N#C/C(=C\c1ccc(N2CCCCC2)o1)C(N)=O	37*	0	-7	-12	7	-4	7.3	-8	-5.8%
CC1(c2ccccc2)NC(=O)N(CCN2C(=O)c3ccccc3C2=O)C1=O (configuration not stated)	-1	-8	1	-4	9	0	-0.1	16	-0.4%
O=C(N/N=C/c1cccc2ccccc12)c1cc2ccccc2o1	4	-19	3	52*	6	1	-0.8	-22	-1.5%
CC(=O)NC1C(=O)N(CCc2ccccc2)c2ccccc21 (configuration not stated)	0	7	2	x	12	-2	x	x	0.7%
CCOC(=O)c1c(/N=C/C2=C(O)CCCC2=O)sc2c1CCCC2	4	-6	5	-6	2	-5	-0.4	6	5.2%
CCC(CC)C(=O)OCC(=O)Nc1cc(OC)c([N+](=O)[O-])cc1C	0	10	-11	-3	2	-3	-2.1	-6	-1.3%
CCOC(=O)NCCc1ccc(OC)cc1	1	7	-3	-1	-1	-7	0.1	-4	0.7%
Cc1nc(-c2ccncc2)nc(NCCNc2ccc(C(F)(F)F)cn2)c1Cl	2	-12	-4	-4	-4	15	0.4	8	0.3%
Cc1cc(C)c(C)c(S(=O)(=O)N2CCC(C(=O)NCCCN3CCCC3=O)CC2)c1C	2	23	x	3	6	1	-0.5	9	-0.7%
O=C(NCCN1CCN(C(=O)Nc2ccccc2)CC1)Nc1ccccc1	3	1	x	-11	-8	x	-0.6	-6	-2.0%
Cc1ccc(CS(=O)Cc2ccc(C(=O)NC3CCCCCC3)o2)cc1 (configuration not stated)	1	-13	-2	6	-2	4	-2.2	3	2.8%
CC1=C(C(=O)Nc2cccnc2)C(c2cccnc2)n2ncnc2N1 (configuration not stated)	4	53	-2	9	10	-3	0.7	15	0.1%
O=C(CSc1nnc(-c2ccc(Cl)cc2)n1-c1ccccc1)N/N=C/c1ccccc1C(=O)O	2	3	10	-5	3	1	5.1	-7	0.0%
COC(=O)c1ccccc1NC(=O)Cn1c(CCC(=O)O)ccc1-c1cccs1	0&0	2	7&3	-3	13&-3	-12&13	-0.2&0.0	-15&9	4.2%&0.5%
CC(=O)N(C)Cc1ccc(C(=O)CCl)cc1	6	-7	-1	3	5	-6	-0.5	2	0.1%

Some entries already given, limited to D1 antag, D1 potentiator and D2 antagonist.
SMILES | D1 antag | D1 potentiator | D2 antagonist
CC(=O)N(C)Cc1ccc(C(=O)CCl)cc1 | -7 | -1 | 3
O=C(NCCN1CCN(C(=O)Nc2ccccc2)CC1)Nc1ccccc1 | 1 | x | -11
COC(=O)c1ccccc1NC(=O)Cn1c(CCC(=O)O)ccc1-c1cccs1 | 2 | 7&3 | -3
CC1=C(C(=O)Nc2cccnc2)C(c2cccnc2)n2ncnc2N1 (configuration not stated) | 53 | -2 | 9
